Compound activity deposited in PubChem by Sanford-Burnham Center for Chemical Genomics.
GRIN3A LBD mod: binders of NR3A ligand-binding domain, primary screen, biophysical, differential scanning fluorimetry, uHTS; Glutamate receptor ionotropic, NMDA 3A (GRIN3A) ligand-binding domain; NR3A LBD differential scanning fluorimetry, Tm shift; 0% = protein alone, 100% = glycine-bound protein; Tm shift relative to glycine control, % at 25 µM; 2.5% of 340,000 active; AID 1259313, 2017;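 active means melting temperature shift of at least 10% of the positive control shift, at one fixed dose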
SENP1 FRET inh: human SENP1 catalytic domain inhibitors, primary screen, biochemical, FRET, uHTS | AID 624204, 2012 | recombinant SENP1 catalytic domain, CyPet-SUMO1-YPet FRET cleavage | 0.21% of 360,000 active | inhibition, % at 10 µM;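 active means inhibition at least 30% at 10 µM, raw YFP signal under a set limit, fluorescence ratio 0.5 to 1.5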;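 further: 0% = enzyme with DMSO and 100% = no enzyme wells; some results filed as inactive read as strong as hits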
Target sequence (Q9P0U3 419-644 limits assumed): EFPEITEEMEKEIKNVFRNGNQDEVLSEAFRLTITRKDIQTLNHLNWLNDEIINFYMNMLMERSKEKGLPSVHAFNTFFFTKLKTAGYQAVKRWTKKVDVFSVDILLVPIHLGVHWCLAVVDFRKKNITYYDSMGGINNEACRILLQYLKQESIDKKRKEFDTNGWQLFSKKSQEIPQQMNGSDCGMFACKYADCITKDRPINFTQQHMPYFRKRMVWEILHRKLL
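Assay system: hSENP1 catalytic domain, recombinant. Amount: SENP1 enzyme, 20 pM final. Schedule: 50 min reaction, RT, dark. Technique: FRET, CFP and YFP emission. Control set: no-enzyme wells low, DMSO-plus-enzyme wells high control.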
ATG4B inhibitor: ATG4B protease inhibitors, primary screen, biochemical, fluorescence, uHTS | Cysteine protease ATG4B (Homo sapiens), Q9Y4P1 | ATG4B cleavage of LC3-PLA2, NBD-HPC fluorescence, 1 h | inhibition, % at 8.33 µM | 0.51% of 340,000 active | AID 504462, 2011; in the data active means inhibition above about 40%
SENP6 block: SENP6 protease inhibitors, primary screen, biochemical, luminescence, uHTS; Recombinant SENP6 catalytic domain, aminoluciferin luminescence; inhibition, % at 10 µM; 1.8% of 330,000 active; AID 2599, 2010;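 active means inhibition above about 50% at the single tested dose, limit read from the data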;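 further: plate controls were DMSO wells with enzyme for no effect and DMSO wells lacking enzyme for full effect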
SENP8 block: human SENP8 protease inhibitors, primary screen, biochemical, fluorescence, Nedd8 protein substrate, uHTS; Sentrin-specific protease 8 (Homo sapiens), Q96LD8; recombinant SENP8; inhibition, % at 20 µM; 0.64% of 360,000 active; AID 602440, 2012; in the data active means inhibition mostly above about 40%, no sharp cut-off; inactive means mostly below about 27%
Target sequence (Q96LD8 whole entry, looked up): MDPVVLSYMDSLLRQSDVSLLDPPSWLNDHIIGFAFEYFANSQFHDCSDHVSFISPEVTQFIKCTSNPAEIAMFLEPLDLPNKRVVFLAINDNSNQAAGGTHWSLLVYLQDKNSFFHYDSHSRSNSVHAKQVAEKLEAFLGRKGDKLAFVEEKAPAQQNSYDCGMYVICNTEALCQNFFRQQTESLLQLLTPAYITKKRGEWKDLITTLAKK
MPTP inh: mitochondrial permeability transition pore inhibitors, primary screen, biochemical, isolated mouse mitochondria, absorbance; Ca2+ swelling absorbance, 30 min; inhibition, % at 10 µM; 1.4% of 360,000 active; AID 602449, 2012;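 active means inhibition of 50% or more, scaled per plate between neutral and stimulator controls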;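 further: 0% = DMSO wells given calcium and 100% = 1 mM EGTA wells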
hIAP act: human IAP activators, primary screen, biochemical, luminescence, uHTS; 0.16% of 330,000 active; activation factor at 10 µM; purified human IAP, CDP-Star luminescence, 30 min; active compounds read high; 1 = vehicle-only enzyme, 0 = enzyme-free background;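 active means activation factor of the enzyme at least 2-fold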; further: the source names both 10 and 20 µM as test concentration; values of inactives mirror those of a sister screen read the other way
Target sequence (P09923 whole entry, looked up): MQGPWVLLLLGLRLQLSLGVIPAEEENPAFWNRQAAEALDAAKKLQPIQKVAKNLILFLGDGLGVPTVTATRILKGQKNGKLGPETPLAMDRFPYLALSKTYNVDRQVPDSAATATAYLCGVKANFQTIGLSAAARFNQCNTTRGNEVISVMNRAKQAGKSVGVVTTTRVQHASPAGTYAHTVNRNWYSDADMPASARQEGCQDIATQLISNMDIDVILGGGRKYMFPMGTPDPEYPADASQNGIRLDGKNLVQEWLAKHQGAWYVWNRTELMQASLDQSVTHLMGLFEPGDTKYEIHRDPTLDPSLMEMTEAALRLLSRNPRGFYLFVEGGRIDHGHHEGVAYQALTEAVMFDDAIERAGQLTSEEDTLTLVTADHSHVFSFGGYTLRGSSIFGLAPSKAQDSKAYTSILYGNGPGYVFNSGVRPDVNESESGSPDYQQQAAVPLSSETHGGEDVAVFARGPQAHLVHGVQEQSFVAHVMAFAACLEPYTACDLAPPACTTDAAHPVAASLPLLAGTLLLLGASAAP
PfGluPho inh: PfG6PD enzyme inhibitors, primary screen, biochemical, fluorescence intensity, uHTS. glucose-6-phosphate dehydrogenase-6-phosphogluconolactonase (Plasmodium falciparum 3D7). PfGluPho enzyme, NADPH resazurin-diaphorase fluorescence. inhibition, % at 20 µM. 0.78% of 350,000 active;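 active means inhibition reaching at least a set limit at 20 µM in the primary screen, cut at about 59% in these data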;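 further: 0% = DMSO wells with substrate and 100% = DMSO wells lacking glucose-6-phosphate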
Numbers without * were called inactive; · = no result given; & = joins results of further samples.

| SMILES | PfGluPho inh | SENP8 block | ATG4B inhibitor | SENP6 block | SENP1 FRET inh | GRIN3A LBD mod | hIAP act | MPTP inh |
| --- | --- | --- | --- | --- | --- | --- | --- | --- |
| CC(=O)c1ccc(NC(=O)CCc2nnc3ccc(N4CCCC4)nn23)cc1 | 6.1 | -8.0 | 1.6 | -2.7 | 0.1 | -1.5 | 1.36 | -1.6 |
| CC1=C(C(=O)Nc2ccccn2)C(c2ccc3c(c2)OCO3)C2=C(CC(C)(C)CC2=O)N1 (configuration not stated) | -15.3 | -387.1 | -3.1 | 3.0 | -59.6 | -1.0 | 1.02 | -2.3 |
| O=C(CCCOc1ccc(Cl)cc1)Nc1cccc(C(=O)O)c1 | 15.3 | 3.8 | -6.4 | 5.8 | 0.0 | 0.4 | 1.03 | 0.0 |
| O=C(COC(=O)CCSc1ccc(Cl)cc1)NCCc1ccccc1 | 1.2 | 10.3 | -0.3 | 1.0 | 1.0 | 16.1* | 1.02 | 1.1 |
| CCN(CC)S(=O)(=O)c1ccc(O)c(NC(=O)c2cc(-c3cc(OC)c(OC)c(OC)c3)nc3ccccc23)c1 | 33.3 | -141.4 | -0.2 | 27.4 | 2.1 | 17.0* | 0.893 | 5.2 |
| Nc1ccc(C(=O)O)cc1 | -9.1&-14.9&0.7 | 5.4&-2.0&-0.6 | 7.2&4.8&-10.0 | -3.6&-5.3 | 0.5&2.5&-0.1 | -2.2&-2.2&-1.9 | 0.86&0.687 | 0.1&-2.3&-0.3 |
| COCCNc1ccc(N2C(=O)CCCC2=O)cc1[N+](=O)[O-] | -16.6 | 26.1 | -0.3 | -6.6 | 2.2 | -0.8 | 0.916 | 0.7 |
| Cc1cccc(-n2nc(C)c3c(C(=O)O)cc(-c4cccs4)nc32)c1 | -19.7 | -383.4 | 1.6 | 11.0 | -0.3 | -15.9 | 0.972 | 1.1 |
| Cc1ccc(C2(C(F)(F)F)NC(=O)N3CCCN=C3S2)cc1 (configuration not stated) | 7.7 | 3.4 | -21.7 | -33.0 | 0.0 | -0.6 | 0.965 | 1.8 |
| CSc1nc2nccc(-c3ccc(-c4ccccc4)cc3)n2n1 | -4.0 | -432.3 | 5.6 | -40.7 | -0.3 | -7.0 | 0.914 | -0.6 |
| Cc1ccc2oc(=O)n(CCOc3ccccc3)c2c1 | -14.1 | 25.8 | 0.2 | -3.0 | -1.8 | -1.2 | 0.971 | 0.7 |
| O=C(NCc1ccccc1)C(c1ccc(F)cc1)N(Cc1ccc2c(c1)OCO2)C(=O)Cn1nnc(-c2cccs2)n1 (configuration not stated) | -8.4 | 11.0 | -1.5 | 1.8 | 3.2 | -1.0 | 1.01 | 2.4 |
| CCC1(c2ccccc2)NC(=O)N(CC(=O)NC2CCCCCC2)C1=O (configuration not stated) | 6.1 | 5.0 | 1.6 | 0.3 | 1.9 | 0.5 | 0.946 | -2.2 |
| Fc1cccc(Nc2cc(-n3cccn3)ncn2)c1 | 7.3 | -42.7 | -5.9 | 13.3 | 1.2 | -0.2 | 1.05 | -0.4 |
| Cc1ccc(-c2nnc(NC(=O)CCS(=O)(=O)c3ccc(F)cc3)o2)c(C)c1 | -11.2 | 4.4 | 1.0 | -16.9 | 2.6 | -0.3 | 1.07 | -0.6 |
| C=C(C)c1cccc(C(C)(C)NC(=O)NCc2ccncc2)c1 | -2.7 | 1.7 | -7.6 | -4.7 | -0.2 | -0.7 | 1.2 | 0.4 |
| Cc1ccc(N(NC(=O)C(O)(c2ccccc2)c2ccccc2)C(=O)CCl)cc1 | 15.4 | 11.4 | 6.6 | 0.8 | 2.8 | -0.5 | 1.12 | 1.5 |
| O=C(Nc1ccccc1F)N1CCC(NC(=O)C23CC4CC(CC(C4)C2)C3)CC1 | -1.0 | 4.7 | -4.0 | -12.7 | 1.4 | -1.5 | 0.839 | 0.3 |
| O=Cc1cn(CCOc2ccccc2F)c2ccccc12 | 15.8 | 14.7 | 3.2 | -33.4 | -0.6 | 0.1 | 1.06 | 0.4 |
| CCOC(=O)Cc1nnc(NC(=O)C23CC4CC(CC(C4)C2)C3)s1 | -4.5 | -0.6 | 2.0 | -8.5 | -1.0 | 0.0 | 1.06 | -0.8 |
| COc1ccc(-c2c[n+]3c(n2-c2ccccc2)SCC3)cc1 | -6.5 | 11.9 | 6.8 | -2.9 | -2.0 | 2.9 | 1.15 | 4.7 |
| CCc1ccc(NC(=O)c2ccccc2Br)cc1 | 10.3 | 16.6 | 5.5 | 3.6 | 1.4 | -2.0 | 1.03 | 0.1 |
| CCCn1nnnc1NC(=O)c1ccc2ccccc2c1 | -9.1 | -10.9 | -0.3 | 15.6 | 0.6 | -3.0 | 0.775 | -13.7 |
| CCN(CC)c1ccc(NS(=O)(=O)c2cn(C)c(=O)n(C)c2=O)c(C)c1 | 42.5 | 2.2 | -19.0 | 1.4 | -7.4 | 1.0 | 0.974 | -0.9 |
| CC(C)(C)c1ccc(-c2n[nH]c(=S)n2/N=C/c2ccncc2)cc1 | 7.7 | 7.8 | -4.2 | -12.7 | -17.7 | -1.5 | 0.908 | -0.3 |
| COC(=O)c1cc(Cl)c(NC(=O)Cc2ccccc2)cc1OC | -17.6 | 17.6 | -4.5 | 4.1 | 1.4 | 0.9 | 1.21 | -1.1 |
| Cc1ccc(C(=O)NCCSc2ccccc2)cc1S(=O)(=O)Nc1ccccc1 | 4.3 | 14.5 | -8.5 | 10.9 | 0.8 | 8.8 | 0.879 | 12.6 |
| COc1cc(Cl)cc(NC(=O)CCN2CCN(C)CC2)c1 | -2.5 | 7.1 | -1.5 | 9.0 | -0.8 | -0.3 | 0.922 | 0.4 |
| Cc1cccc(C)c1NC(=O)CSc1nnc(NC(=O)C2CC2)s1 | -4.5 | 9.8 | 0.5 | 0.8 | 1.8 | 1.1 | 1 | -1.5 |
| Cc1[nH]c2ccccc2c1C(=O)C(=O)Nc1ccc2c(c1)OCO2 | -9.3 | 15.2 | -2.5 | 1.2 | 3.5 | 0.7 | 0.715 | -0.3 |
| C=CCc1ccc(OCCOc2cccc3ccc(C)nc23)c(OC)c1 | 17.4 | -6.5 | 1.4 | -4.0 | -2.5 | 6.7 | 0.926 | -0.2 |
| CC(=O)Nc1ccc(OC(=O)Cc2ccc(Cl)cc2)cc1 | -16.0 | 12.5 | 5.9 | -5.6 | 2.0 | -2.6 | 1.32 | -0.8 |
| CCCCN(C(=O)c1ccc(NC(=O)C(C)C)cc1)c1ccccc1 | 3.4 | 7.6 | 3.5 | -3.5 | 1.4 | -1.0 | 0.939 | 2.6 |
| COc1ccccc1S(=O)(=O)Nc1cccc(S(=O)(=O)N2CCCC2)c1 | -8.1 | 13.6 | 0.2 | -4.5 | 2.4 | 0.5 | 1.02 | 0.2 |
| O=C(C[n+]1ccsc1)c1ccccc1 | -13.5 | 16.1 | 8.4 | -8.9 | 0.7 | -5.0 | 0.857 | -2.8 |
| Cc1nn(C)c(Cl)c1S(=O)(=O)N[C@@H](c1ccccc1)[C@]1(C)C[C@H]1[C@@H](C)C(=O)Nc1ccc2ccccc2c1 | -5.6 | 6.0 | -18.9 | -6.4 | 2.0 | -1.9 | 1.04 | 0.7 |
| COc1ccc(-n2nc(C(=O)NCC(=O)NCc3ccco3)c3ccccc3c2=O)cc1 | -2.7 | -157.0 | -4.2 | 16.0 | 2.2 | -1.0 | 0.942 | -0.3 |
| CN(CC(=O)NCc1ccc2c(c1)OCO2)S(=O)(=O)c1ccc(Cl)cc1 | -1.6 | 7.6 | 1.2 | -4.1 | -0.2 | 0.3 | 1.14 | -0.9 |
| CC[C@@H]1C/C=C\Cc2ccccc2[C@@H](C(=O)C[C@@H](O)CC(C)=O)OC1=O | -4.2 | -0.3 | · | -11.4 | -1.6 | 2.6 | 1.01 | -1.2 |
| CCOC(=O)C1=C(C)NC(C)=C(C(=O)OCC)C1C(=O)OCC(=O)N1CCCCC1C (configuration not stated) | -11.2 | -355.0 | 2.7 | -3.2 | -1.5 | 0.1 | 0.98 | -0.6 |
| Cc1cccc(N(CC(=O)NC2CCCCC2)C(=O)CCCC(=O)Nc2ccccn2)c1 | 0.1 | 21.4 | -10.1 | 9.3 | -0.1 | 0.0 | 0.91 | -0.4 |
| O=C(/C=C/c1ccc([N+](=O)[O-])cc1)OCC(=O)c1ccc[nH]1 | -2.0 | 12.2 | 4.5 | -6.6 | -0.4 | -2.2 | 1.02 | -0.3 |
| O=C(O)c1c2c(nc3ccc(S(=O)(=O)N4CCC(C(=O)NCc5ccc(Cl)cc5)CC4)cc13)CCCC2 | -20.2 | -7.7 | 9.1 | -1.5 | -7.5 | -2.8 | 1.07 | 0.3 |
| Cc1ccc(Cc2cncc(O)c2)cc1S(=O)(=O)O | -8.9 | -5.2 | 2.3 | -3.3 | -2.5 | 0.1 | 0.985 | -4.0 |
| COc1ccc(OC)c(N2C(=O)C(Cl)=C(N3CCCCC3)C2=O)c1 | -15.1 | 11.1 | 4.7 | 8.3 | -0.6 | -0.1 | 0.994 | -1.8 |
| COc1cccc(/C=N/n2c(N)c(S(=O)(=O)c3cccs3)c3nc4ccccc4nc32)c1 | -13.2 | -272.3 | -1.6 | -4.5 | -5.0 | 1.1 | 0.795 | 1.6 |
| Cc1cccc(NC(=O)CSCC(=O)NCc2ccco2)c1 | -6.4 | 0.3 | 0.4 | -9.3 | -0.4 | 0.2 | 0.978 | -1.5 |
| COc1ccc(C(=O)CSc2nnc(Cn3nnc4ccccc43)n2C)cc1 | -4.4 | 21.7 | -13.7 | -10.8 | 1.7 | 2.2 | 0.999 | 0.5 |
| CNC(=O)c1cn2c3c(ccc(Cl)c3c1=O)OC(C)C2 (configuration not stated) | -18.5 | -318.7 | 7.0 | · | 3.4 | 6.8 | · | 0.2 |
| CCn1c(SCC(=O)c2ccc(Cl)cc2)nnc1-c1ccoc1C | 24.8 | 22.6 | -5.9 | 5.6 | -0.2 | 2.1 | 0.908 | -2.3 |

The listing continues.
| SMILES | PfGluPho inh | SENP8 block | ATG4B inhibitor | SENP6 block | SENP1 FRET inh | GRIN3A LBD mod | hIAP act | MPTP inh |
| --- | --- | --- | --- | --- | --- | --- | --- | --- |
| O=C(O)C1CCCCC1C(=O)Nc1ccc(F)c(F)c1 (configuration not stated) | -14.2 | 22.8 | -0.1 | -19.1 | 0.1 | 0.2 | 1.01 | -1.9 |
| O=C(CSc1nc2ccccc2c(=O)n1Cc1ccco1)c1ccccc1 | 2.8 | 2.9 | 8.7 | -20.3 | 0.6 | -0.9 | 0.72 | 2.9 |
| COc1ccccc1C(=O)C1CCCN(Cc2cccc3nccnc23)C1 (configuration not stated) | 6.9 | 6.5 | -3.3 | 1.7 | 0.4 | 0.2 | 1.3 | -1.6 |
| O=C(Nc1ccc(S(=O)(=O)N2CCCCC2)cc1)c1cnccn1 | -12.0 | 26.7 | 0.7 | -29.6 | -0.8 | -0.6 | 1.04 | 0.9 |
| NC1=NC(=O)C(CC(=O)NCc2ccccc2)S1 (configuration not stated) | -5.8 | 15.7 | 2.6 | 0.5 | 1.0 | 1.1 | 0.951 | -1.6 |
| COc1ccc(S(=O)(=O)N2CCOCC2)cc1NC(=O)CN1CCC(Cc2ccccc2)CC1 | 3.8 | 8.4 | -7.4 | -12.5 | 3.5 | -6.1 | 0.926 | 7.7 |

Shown as a hit in GRIN3A LBD mod, of those listed so far:
smiles	PfGluPho inh	ATG4B inhibitor	SENP6 block	SENP1 FRET inh	GRIN3A LBD mod	hIAP act	MPTP inh
O=C(COC(=O)CCSc1ccc(Cl)cc1)NCCc1ccccc1	1.2	-0.3	1.0	1.0	16.1*	1.02	1.1
CCN(CC)S(=O)(=O)c1ccc(O)c(NC(=O)c2cc(-c3cc(OC)c(OC)c(OC)c3)nc3ccccc23)c1	33.3	-0.2	27.4	2.1	17.0*	0.893	5.2
